T cell modulator = modulators of CD8 T cell-vesicle binding, primary screen, mouse 2C CD8+ T cells, flow cytometry; 2C CD8+ T cell-vesicle binding; active compounds read low; AID 2052, 2009; 330,000 tested, 0.068% active; calls only at 7 µM;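 active = response, share of CD8 T cells binding vesicles, and their 90th percentile fluorescence all below set limits, cut at about 80% in these data, passing the limit was not always enough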
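Test system: purified 2C TCR transgenic mouse naive CD8+ T cells. Probe or stimulus: QL9-peptide-loaded Drosophila micro-vesicles bearing Ld, ICAM-1 and B7-1. Incubation: binding step 1.5 h, 37 °C, antibody labelling 20 min, ice. Measured by: flow cytometry of vesicle-bound cells.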
Hep lipid drop = inhibitors of hepatocyte lipid droplet formation, primary screen, imaging, high-throughput imaging, BODIPY stain. AML12 mouse hepatocytes, oleate lipid droplets. inhibition, % at 6.5 µM. 240,000 tested, 0.4% active. AID 1656, 2009;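 active = lipid droplet intensity inhibited by at least 50%, with more than 500 cells counted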
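material = mouse AML12 hepatocyte cell line, fixed after treatment | also added = 100 µM oleic acid challenge | doses = compound at 6.5 µM only | schedule = overnight exposure | technique = Image-based BODIPY and DAPI two-channel analysis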
Myeloid diff MLP = induction of myeloid progenitor differentiation, primary screen, cell-based, flow cytometry, MLPCN library; ER-HoxA9 myeloid progenitors, lysozyme-GFP differentiation; calls only at 10 µM; 360,000 tested, 1% active;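 active = normalized GFP-positive differentiation at or above the plate's own cutoff, the solvent-only control mean plus 3 SD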;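 note: cells exposed to compound for four days before flow analysis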
b-catenin transl = modulators of beta-catenin nuclear translocation, primary screen, imaging, HeLa cells, immunofluorescence, high-content; nuclear translocation activity, % at 5 µM; 190,000 tested, 0.3% active; AID 1665, 2009;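 active = nuclear translocation activity above 50% at 5 µM, with a well cell count of 50 or more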;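 note: per-cell ratio of nuclear to cytoplasmic median beta-catenin stain intensity; plate controls were DMSO negative control for no effect and GSK-3 inhibitor IX positive control for full effect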
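Test system: HeLa cells, endogenous beta-catenin; Compound: single 5 µM dose plus 0.02–20 µM confirmation series; Times: compound exposure 24 h at 37°C; Signal: fluorescence imaging of beta-catenin antibody stain plus DAPI; Read-out: % activation, nuclear-to-cytoplasmic median beta-catenin signal ratio per cell.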
Dynein transport = inhibitors of GR-EGFP nuclear translocation, primary screen, dynein cargo transport inhibitor project, imaging, high-content, 3617.4 mouse cells; AID 1381, 2008; test concentration mostly 20 µM; stimulated with dexamethasone, 1 µM; active compounds read low; 220,000 tested, 0.47% active; z-score, hits read low;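 active = plate z-score of nuclear minus cytoplasmic receptor signal below a set negative limit, without overly bright fluorescence or cell loss, cut at about -3.5 in these data, passing the limit was not always enough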;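 note: z-score of nuclear minus cytoplasmic ring GR-EGFP intensity difference per well; some compounds called inactive have numbers as strong as hits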
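Buffer or medium: tetracycline-free induction medium containing charcoal-stripped FBS / Reagent: dexamethasone agonist, 1.0 µM final, for 30 min / Technique: automated 10x imaging of fixed Hoechst-stained cells / Times: induction 48 h, compound 1 h, agonist 30 min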
MT stabilize HCS = microtubule stabilizers in HeLa cells, primary screen, imaging, high-content imaging; HeLa tubulin immunostaining HCS, 24 h; share of cells brighter than vehicle mean+2SD; % tubulin-high responders, % at 10 µM; 200,000 tested, 0.83% active;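 active = plate Z-score above 3 for both tubulin-high and condensed-nucleus cell shares, with cell loss under 80%, at 10 µM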;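 note: anti alpha tubulin signal scored within the nucleus-defined area of each cell; some results filed as inactive read as strong as hits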
TNAP activators = human TNAP enzyme activators, primary screen, biochemical, luminescent, no phosphate acceptor, uHTS (AID 1001) | purified TNAP, luminescent activation assay, no phosphate acceptor; higher activation fold means a stronger effect | Alkaline phosphatase, tissue-nonspecific isozyme (Homo sapiens) | 200,000 tested, 0.03% active | activation fold at 20 µM; hits with a dose series show EC50 in µM; in the data active = activation fold from about 3, or a potency from the dose series; inactive = the rest, 99 in 100 with activation fold below about 1.6; note: many of its hits are not listed in these tables
human PMI inhibition = inhibitors of human PMI, primary screen, biochemical, fluorescence intensity, coupled assay (AID 1209); purified PMI enzyme, coupled fluorescence intensity; higher % means a stronger effect; one-dose inhibition, % at 20 µM; IC50 in µM for titrated hits; 190,000 tested, 0.42% active; in the data active = inhibition above about 50%;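 note: plate controls were DMSO vehicle for no effect and wells lacking substrate for full effect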
Insulin prom up = insulin promoter activators in MIN6 cells, imaging, high-content screening, mouse beta cells; MIN6 insulin promoter-GFP reporter; active compounds read high; z-score at 5 µM; 190,000 tested, 0.3% active;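 active = z-score above 3 at 5 µM with at least 500 cells counted in the well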
Dynein transport cytoplasmic EGFP = further read-out of Dynein transport, marked with its call; z-score; measured here: cytoplasmic GR-EGFP intensity; active compounds read high
Dynein transport nuclear GR-EGFP = second read-out of Dynein transport, no call of its own (marks repeat the call); z-score; measured here: nuclear GR-EGFP intensity;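 lower value marks the stronger effect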
Dynein transport cell count = further read-out of Dynein transport, marked with its call; z-score; measured here: cell count per field
Insulin prom up cell count = also measured in Insulin prom up; calls as there; cell count; measured here: cytotoxicity, nuclei count;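 total cells summed across four imaged fields per well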
Hep lipid drop cells 6.5 µM = also measured in Hep lipid drop; calls as there; cell count; measured here: cell count, cytotoxicity flag;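 cells counted across two imaged fields per well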
b-catenin transl cell count 5 µM = further read-out of b-catenin transl, marked with its call; cell count; measured here: cell count, cytotoxicity flag
T cell modulator vesicle-bound % = second read-out of T cell modulator, no call of its own (marks repeat the call); double positive events, %; measured here: CD8+ vesicle-bound cell fraction;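 binding gate set so that unloaded-vesicle control wells show 10% double positive cells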
MT stabilize HCS Hoechst-high % = also measured in MT stabilize HCS; calls as there; % Hoechst-high responders; measured here: nuclear condensation Hoechst responders;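 share of cells brighter than vehicle mean plus two SD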
MT stabilize HCS cytotoxicity % = second read-out of MT stabilize HCS, no call of its own (marks repeat the call); toxicity, %; measured here: cytotoxicity by cell density;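 0% = mean cell density of plate MIN control wells and 100% = no cells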
Myeloid diff MLP GFP+ MAC1+ % = also measured in Myeloid diff MLP; calls as there; GFP+ MAC1+ double positive, %; measured here: differentiation confirmed by MAC1 staining
The depositor's hits bear a star; i = inactive; . = no result given. Compounds were not picked by outcome (roughly 3% active in at least one column).

SMILES	T cell modulator	T cell modulator vesicle-bound %	Hep lipid drop	Hep lipid drop cells 6.5 µM	Myeloid diff MLP	Myeloid diff MLP GFP+ MAC1+ %	b-catenin transl	b-catenin transl cell count 5 µM	Dynein transport	Dynein transport cytoplasmic EGFP	Dynein transport nuclear GR-EGFP	Dynein transport cell count	MT stabilize HCS	MT stabilize HCS Hoechst-high %	MT stabilize HCS cytotoxicity %	TNAP activators	human PMI inhibition	Insulin prom up	Insulin prom up cell count
CC(C)CCn1c(=O)c2ccccc2n2c(CN(C)Cc3ccccc3)nnc12	i	12	-2	700	i	0.7	-1.0	1063	-0.22	-0.25	0.056	-0.81	1.0	1.4	10	1	2%	.	.
COc1ccccc1NC(=O)c1ccc2nc(-c3ccccc3)c(-c3ccccc3)nc2c1	i	17	.	.	i	2.0	3.2	1383	-0.43	-0.19	-0.31	0.78	2.2	9.8	23	1.1	4%	-2.4	905
COc1ccc(CNc2nc(-c3ccccc3)nn2C(=O)c2ccc([N+](=O)[O-])cc2)cc1	i	48	9	688	i	0.5	-0.6	1139	1.2	-0.24	0.25	-1.1	3.8	2.4	8.6	0.8	11%	-0.12	1533
CC(=O)Nc1ccc(C2=NN(C)C(=NCc3ccccc3)SC2)cc1	i	30	-2	684	i	0.1	3.4	881	-1.3	-0.14	-0.72	0.42	4.0	2.8	2.4	1	-32%	-0.1	1019
CC1=CCC2C(=O)N(c3nc(C)cc(C)n3)C(=O)C2C1 (stereo not drawn)	i	18	25	730	i	0.8	0.9	929	0.46	-0.014	1.1	-1.2	1.6	1.6	5.8	1.1	6%	0.08	1127
C/C(=N\N=c1/sc2ccccc2n1C)c1ccccn1	i	57	4	701	i	0.1	0.5	944	0.53	-0.29	0.45	-0.26	1.4	1.8	4.3	1	0%	0	1168
CCOc1ccc(N2C(=O)c3cccnc3C2=O)cc1	i	4	.	.	i	1.4	0.1	1290	-0.48	-0.45	-0.13	0.89	11	2.1	9.0	1	3%	0.08	1512
O=C(Nn1c(O)c(C=C2N=c3ccccc3=N2)sc1=S)c1ccccc1Cl	i	38	6	818	i	6.7	0.9	1088	-0.34	-0.21	-0.35	0.14	4.5	4.0	3.2	0.9	-14%	.	.
Cc1ccc(-c2nn(C)c(=O)c3ccccc23)cc1CN1CCOCC1	i	32	.	.	i	1.2	-0.7	1374	0.99	-0.017	0.59	0.37	5.4	4.6	5.0	1	-5%	-0.17	1342
N#Cc1ccc(NC(=O)CN2C(=O)NC(Cc3ccccc3)C2=O)cc1 (stereo not drawn)	i	39	.	.	i	0.5	-4.2	927	-0.2	-0.37	-0.058	-0.55	5.9	1.9	2.9	1.1	6%	-0.23	1011
c1ccc2c(CN3CCOCC3)csc2c1	i	6	2	734	i	2.0	-2.2	567	-0.36	-0.25	-0.34	-0.17	4.0	1.2	8.7	1.1	-13%	0.3	1326
CON=C1CCN(c2ncc(C(F)(F)F)cc2Cl)CC1	i	16	.	.	i	1.0	-1.7	1413	-0.27	1.7	0.033	0.004	1.6	1.2	5.7	1.1	7%	0.73	1418
O=C(N/N=C/c1cc([N+](=O)[O-])ccc1Cl)c1ccc2nc[nH]c2c1	i	40	.	.	i	0.6	-1.7	960	0.57	-0.23	0.62	0.79	2.5	1.5	8.3	1.2	5%	1.2	1484
CCCNCc1cc(OC)c(OCC(=O)Nc2ccccc2)cc1Br	i	22	2	758	i	0.5	-0.8	1102	-0.73	0.74	0.097	0.8	2.5	2.4	9.1	1.4	-7%	0.29	1596
Cc1nc2cc(C(=O)OCC(=O)NC34CC5CC(CC(C5)C3)C4)ccc2n1-c1ccccc1	i	37	-1	681	i	0.5	0.7	1030	0.76	-0.2	0.83	-1.7	1.9	1.1	2.6	1.1	8%	-0.1	1434
CCOC(=O)CN1C(=O)N[C@@H](c2ccc(Br)cc2)C(C(=O)OC)=C1C	i	36	.	.	i	1.1	-1.1	1172	1.2	-0.77	0.72	-0.79	.	.	.	.	.	0.66	900
CCSc1nnc(NC(=O)c2ccccn2)s1	i	41	-4	711	i	2.4	.	.	-0.71	-0.25	0.045	1.3	3.0	2.2	1.8	1	21%	-0.66	1063
O=S(=O)(c1cccs1)N1CCN(CC(O)COc2cc(Cl)ccc2Cl)CC1 (stereo not drawn)	i	43	.	.	i	0.3	-1.2	1179	-0.55	-0.15	-0.1	0.37	2.5	1.1	8.7	1	15%	0.02	926
O=c1c2c(nc3nc(NCc4cccc(Cl)c4)[nH]n13)CCC2	i	39	-21	559	i	0.3	-1.1	1128	2.3	-0.12	0.79	-2.2	4.4	2.3	9.6	1.1	-21%	-0.93	1272
COc1ccc2[nH]cc(C(=O)CN(C)CCc3ccc(OC)c(OC)c3)c2c1	i	22	-3	674	i	1.1	-2.4	1090	0.9	-0.23	0.36	0.045	3.9	2.4	5.3	1.2	-19%	0.21	1223
CCOc1cc(C(=O)OCC(=O)NCc2ccco2)cc(OCC)c1OCC	i	46	.	.	i	0.9	1.9	682	-0.14	-0.21	-0.26	0.43	1.3	2.5	9.0	1	-6%	-0.05	1097
CC(NC(=O)c1ccccc1)C(=O)N/N=C/c1ccc(O)cc1 (stereo not drawn)	i	54	-13	697	i	0.0	0.9	1110	2.6	0.013	1.3	-1.1	3.3	1.7	0.1	1	6%	0.04	1181
O=C1NC(c2ccccc2)=NC1(NS(=O)(=O)c1ccccc1)C(F)(F)F (stereo not drawn)	i	31	.	.	i	7.0	0.0	1341	-0.34	-0.19	-0.29	0.22	0.6	1.3	9.9	1	13%	0.25	1591
O=C(NCC(c1cccnc1)N1CCN(c2ccccc2F)CC1)c1ccco1 (stereo not drawn)	i	32	-3	669	i	3.2	-1.4	1109	0.03	-0.29	0.0068	0.68	2.2	4.2	6.6	0.9	5%	0.4	2103
CCCS(=O)(=O)N1CCN=C1SCc1cccc(C)c1	i	60	5	705	i	0.3	-0.2	1057	-0.55	-0.23	-0.18	0.69	1.6	1.9	6.5	1.1	-3%	.	.
O=C(O)C(Cc1ccccc1)N1C(=O)/C(=C/c2ccccc2)SC1=S (stereo not drawn)	i	45	18	671	i	1.2	0.6	919	-0.8	-0.32	-0.69	0.98	3.9	2.5	7.4	0.8	6%	-0.13	1285
Cc1ccc(C)c(NC(=S)c2ccc3ccccc3n2)c1	i	47	56*	576*	i	0.2	-1.3	990	0.58	-0.29	0.45	0.37	3.3	3.0	5.8	1.9	1%	0.56	1328
O=C(CCCCCNC(=S)Nc1ccc(Cl)cc1)C[N+](=O)[O-]	i	26	20	685	i	0.2	0.1	1124	-1.1	-0.41	-0.54	0.81	6.7	2.6	5.1	1.1	-10%	-0.4	1262
c1ccc(-n2nnnc2-c2cccnc2)cc1	i	57	15	697	i	0.4	-1.3	1039	2.6	-0.017	1.9	-1.5	3.6	1.9	1.5	1	-5%	0.16	1308
Cc1ccsc1C(=O)N/N=C/C=C/c1ccccc1[N+](=O)[O-]	i	49	3	786	i	0.6	.	.	0.27	-0.0046	0.58	-0.34	2.4	3.3	6.5	1.1	3%	.	.
COC(=O)c1ccc(NC(=O)C2CCCO2)cc1 (stereo not drawn)	i	40	.	.	i	1.0	-1.5	850	1.8	-0.2	0.94	-0.71	1.2	2.2	11	1.1	26%	.	.
O=C(Cc1cccc2ccccc12)NC(=S)Nc1cccc(C(=O)O)c1	i	42	23	602	i	0.2	-4.8	1142	-0.11	-0.17	0.045	0.27	2.3	2.0	4.4	1.1	0%	-0.07	1588
FC(F)C(F)(F)c1cc(-c2ccccc2)n[nH]1	i	23	-12	681	i	0.7	1.7	1286	-0.43	-0.23	-0.24	0.81	.	.	.	.	.	0.12	1137
CCn1cc(C(=O)O)c(=O)c2cc(F)c(N/N=C/c3ccccc3[N+](=O)[O-])cc21	i	8	-25	601	i	1.1	2.1	955	0.89	-0.14	0.56	-0.37	6.5	0.1	12	1	8%	-0.29	1077
